hIAP activ = human IAP activation | P09923 | purified human IAP, CDP-Star luminescence, 30 min; hits give high values; 1 = vehicle-only enzyme, 0 = enzyme-free background | activation factor at 10 µM | 0.16% of 330,000 active | AID 2524;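 active = activation factor of the enzyme at least 2-fold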; also: the source names both 10 and 20 µM as test concentration; values of inactives mirror those of a sister screen read the other way
Target sequence (P09923 whole entry, looked up): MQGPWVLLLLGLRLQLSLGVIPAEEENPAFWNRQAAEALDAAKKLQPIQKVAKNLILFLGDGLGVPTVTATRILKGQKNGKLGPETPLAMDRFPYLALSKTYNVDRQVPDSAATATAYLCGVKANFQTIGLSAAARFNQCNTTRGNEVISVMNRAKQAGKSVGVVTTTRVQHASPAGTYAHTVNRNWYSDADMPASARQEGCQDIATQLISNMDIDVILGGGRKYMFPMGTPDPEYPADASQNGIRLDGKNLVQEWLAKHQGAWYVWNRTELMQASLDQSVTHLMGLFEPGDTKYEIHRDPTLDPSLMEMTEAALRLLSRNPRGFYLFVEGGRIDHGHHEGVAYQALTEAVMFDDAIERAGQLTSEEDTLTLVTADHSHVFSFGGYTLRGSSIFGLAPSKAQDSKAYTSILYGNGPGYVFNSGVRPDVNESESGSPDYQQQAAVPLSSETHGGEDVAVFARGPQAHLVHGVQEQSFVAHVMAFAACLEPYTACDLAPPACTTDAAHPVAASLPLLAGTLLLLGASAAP
GRIN3A LBD mod = modulators (binders) of human NR3A ligand-binding domain; Tm shift relative to glycine control, % at 25 µM; AID 1259313; 2.5% of 340,000 active; NR3A LBD differential scanning fluorimetry, Tm shift; 0% = protein alone, 100% = glycine-bound protein;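 active = melting temperature shift of at least 10% of the positive control shift, at one fixed dose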
MPTP inh = inhibitors of mitochondrial permeability transition pore; 1.4% of 360,000 active; inhibition, % at 10 µM; isolated mouse mitochondria, Ca2+ swelling absorbance, 30 min; AID 602449;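 active = inhibition of 50% or more, scaled per plate between neutral and stimulator controls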;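 also: 0% = DMSO wells given calcium and 100% = 1 mM EGTA wells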
hIAP inh = human IAP inhibition. P09923. purified IAP, CDP-Star luminescence, 30 min. inhibition, % at 10 µM. 0.12% of 330,000 active. AID 2544;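 active = inhibition reaching a set limit with compound at 10 µM in the primary screen, cut at about 35% in these data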;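 also: plate controls were DMSO wells with enzyme for no effect and no-enzyme buffer wells for full effect; values of inactives mirror those of a sister screen read the other way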
mIAP block = blocks mouse intestinal alkaline phosphatase; AID 2806; inhibition, % at 10 µM; purified mouse IAP, CDP-Star luminescence, 30 min; 0.2% of 330,000 active;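 active = inhibition of at least 40% at 10 µM in the primary screen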;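 also: plate controls were DMSO with enzyme for no effect and no enzyme wells for full effect; values of inactives mirror those of a sister screen read the other way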
MIN6 prolif = MIN6 beta-cell proliferation induction; MIN6 cells proliferation, ATPlite luminescence, 48 h; cells starved in 0.2% serum; 100% = growth in 10% serum; proliferation, % at 10 µM; 0.29% of 330,000 active; AID 2380;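 active = compounds whose signal lies at least 3.5 SD above the mean of all wells on their plate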;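 also: 0% = DMSO-treated cells in low-serum medium and 100% = 10% serum control; some compounds called inactive have numbers as strong as hits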
APOBEC3A inh = blocks human APOBEC3A ssDNA deamination. recombinant A3A, FAM/TAMRA ssDNA deamination fluorescence. inhibition, % at 20 µM. 0.41% of 330,000 active. P31941;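 active = at least 40% inhibition at 20 µM here, with at most 30% in a related deaminase screen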;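 also: plate controls were A3A with DMSO for no effect and wells lacking A3A enzyme for full effect; some results filed as inactive read as strong as hits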
mIAP act = increases mouse intestinal alkaline phosphatase activity. muIAP, CDP-Star luminescence, 30 min; hits give high values; 1 = vehicle-only enzyme signal, 0 = enzyme-free wells. activation factor at 10 µM. 0.24% of 330,000 active. AID 2805;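 active = activation factor of at least 2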; also: the source names both 10 and 20 µM as test concentration; values of inactives mirror those of a sister screen read the other way
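System: Mouse IAP enzyme | Also added: CDP-Star substrate | Dosing: Compounds dispensed in DMSO | Schedule: 30 min enzyme-substrate-compound incubation at room temperature | Technique: Chemiluminescence readout | Control set: DMSO-only wells and no-enzyme negative control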
APOBEC3G inh = APOBEC3G (human) deaminase inhibition. Q9HC16. recombinant A3G, ssDNA deamination FAM/TAMRA fluorescence. inhibition, % at 20 µM. 0.28% of 330,000 active;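 active = inhibition of at least 40% at 20 µM, with no more than 30% in the related APOBEC3A deaminase screen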;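 also: plate controls were DMSO wells with A3G for no effect and wells lacking A3G enzyme for full effect; some compounds called inactive have numbers as strong as hits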
Target sequence (Q9HC16 whole entry, looked up): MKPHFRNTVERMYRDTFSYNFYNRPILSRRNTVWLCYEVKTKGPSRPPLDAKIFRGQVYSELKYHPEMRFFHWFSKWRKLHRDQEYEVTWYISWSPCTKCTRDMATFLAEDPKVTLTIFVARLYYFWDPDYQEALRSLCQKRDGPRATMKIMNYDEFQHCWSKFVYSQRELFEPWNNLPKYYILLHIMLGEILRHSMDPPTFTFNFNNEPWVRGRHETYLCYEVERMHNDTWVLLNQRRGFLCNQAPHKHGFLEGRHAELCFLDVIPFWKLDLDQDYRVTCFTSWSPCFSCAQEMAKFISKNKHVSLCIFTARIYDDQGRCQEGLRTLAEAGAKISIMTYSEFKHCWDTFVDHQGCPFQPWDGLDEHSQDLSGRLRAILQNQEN
Numbers without * were called inactive; x = no result given.

SMILES	hIAP activ	GRIN3A LBD mod	MPTP inh	hIAP inh	mIAP block	MIN6 prolif	APOBEC3A inh	mIAP act	APOBEC3G inh
Nc1nc(CSC(=S)N2CCOCC2)nc(Nc2ccc(F)cc2)n1	1.2	-3	1.0	-20	-2	3	-3	1	-3
CC(C)C[C@H]1CN=C(N(C)C)N1CCCCc1ccccc1	0.86	0	1.1	14	0	-8	3	1	3
Cc1ccc(S(=O)(=O)N2CCOCC2)c(C)c1-n1cnnn1	0.98	-1	-0.6	2	3	-2	-3	0.97	-4
Cc1[nH]c2ccc(C(=O)OC(C)C(=O)NCc3ccccc3)cc2c1C (stereo not given)	1	-3	-1.5	-2	-5	5	-1	1.1	-2
O=C(NN1CCOCC1)c1ccccc1F	1.2	-1	-0.8	-20	5	3	0	0.95	-4
CCOC(=O)c1ccc(NC(=O)CSc2nc(C)cc(=O)[nH]2)cc1	0.8	-4	0.8	20	4	-3	46*	0.96	15
COc1ccc(-c2csc(NC(=O)CSc3nnc(Nc4ccccc4C)s3)n2)cc1	1.1	2	0.3	-11	-5	-4	2	1	-4
N/C(=N\OC(=O)c1cccc2ccccc12)c1ccccn1	2	10	-1.3	-96	-3	-7	-4	1	-4
COc1ccccc1NC(=O)N1c2ccccc2NC(=O)CC1C (stereo not given)	1	0	2.2	-4	-8	-3	-2	1.1	-9
Cc1ccc(S(=O)(=O)N(C)Cc2nc(-c3ccncc3)no2)cc1	0.81	0	1.7	19	4	-1	-2	0.96	-2
Cn1nc(C(=O)OCC(=O)Nc2ccccc2[N+](=O)[O-])c2ccccc2c1=O	1.1	0	-0.4	-15	-9	-2	-3	1.1	-9
CC(C)(C)c1nc(-c2ccccc2)nc2c1OCCC2	1	4	9.0	-2	-9	-6	2	1.1	7
Cc1nc(COc2ccc(C(=O)Nc3ccccc3N3CCOCC3)cc2)cs1	0.99	-5	0.3	1	5	0	-2	0.95	-7
Cc1ccc(S(=O)(=O)N2CCN(S(C)(=O)=O)C2C)cc1 (stereo not given)	1.1	-1	-0.8	-6	3	-2	0	0.97	-5
CCOC(=O)COc1ccc(Br)cc1/C=C1\SC(N)=NC1=O	1.1	-2	0.5	-5	8	-5	53*	0.92	6
CN(C)C(=O)C[n+]1cccc(/C=N/O)c1	0.93	-1	0.9	7	-2	-2	-1	1	-2
CC1=C([N+](=O)[O-])C(c2ccccc2C(F)(F)F)NC(=O)N1C (stereo not given)	0.9	-2	2.2	10	-1	-5	-5	1	-5
Cc1ccc(SCC(=O)OCC(=O)NCC2CCCCC2)cc1C	1	0	0.2	-4	0	-2	13	1	-1
C=C(C)Cn1c(-c2cccs2)n[nH]c1=S	1	-2	-3.2	0	5	1	2	0.95	55*
O=C(O)CSc1c2c(nc3cc(C(=O)Nc4cccc(C(F)(F)F)c4)ccc13)CCC2	0.97	-1	-1.3	3	5	0	5	0.95	0

An excerpt of these results, with each value named.
> Cc1nc(COc2ccc(C(=O)Nc3ccccc3N3CCOCC3)cc2)cs1
  hIAP activ = 0.99 | GRIN3A LBD mod = -5 | MPTP inh = 0.3 | hIAP inh = 1 | mIAP block = 5 | MIN6 prolif = 0 | APOBEC3A inh = -2 | mIAP act = 0.95 | APOBEC3G inh = -7

> Cc1ccc(S(=O)(=O)N2CCN(S(C)(=O)=O)C2C)cc1 (stereo not given)
  hIAP activ = 1.1 | GRIN3A LBD mod = -1 | MPTP inh = -0.8 | hIAP inh = -6 | mIAP block = 3 | MIN6 prolif = -2 | APOBEC3A inh = 0 | mIAP act = 0.97 | APOBEC3G inh = -5

> CCOC(=O)COc1ccc(Br)cc1/C=C1\SC(N)=NC1=O
  hIAP activ = 1.1 | GRIN3A LBD mod = -2 | MPTP inh = 0.5 | hIAP inh = -5 | mIAP block = 8 | MIN6 prolif = -5 | APOBEC3A inh = 53* | mIAP act = 0.92 | APOBEC3G inh = 6

> CN(C)C(=O)C[n+]1cccc(/C=N/O)c1
  hIAP activ = 0.93 | GRIN3A LBD mod = -1 | MPTP inh = 0.9 | hIAP inh = 7 | mIAP block = -2 | MIN6 prolif = -2 | APOBEC3A inh = -1 | mIAP act = 1 | APOBEC3G inh = -2

Part of the list above, with each value named.
structure: CC1=C([N+](=O)[O-])C(c2ccccc2C(F)(F)F)NC(=O)N1C (stereo not given)
- hIAP activ = 0.9
- GRIN3A LBD mod = -2
- MPTP inh = 2.2
- hIAP inh = 10
- mIAP block = -1
- MIN6 prolif = -5
- APOBEC3A inh = -5
- mIAP act = 1
- APOBEC3G inh = -5

structure: Cn1nc(C(=O)OCC(=O)Nc2ccccc2[N+](=O)[O-])c2ccccc2c1=O
- hIAP activ = 1.1
- GRIN3A LBD mod = 0
- MPTP inh = -0.4
- hIAP inh = -15
- mIAP block = -9
- MIN6 prolif = -2
- APOBEC3A inh = -3
- mIAP act = 1.1
- APOBEC3G inh = -9

structure: O=C(O)CSc1c2c(nc3cc(C(=O)Nc4cccc(C(F)(F)F)c4)ccc13)CCC2
- hIAP activ = 0.97
- GRIN3A LBD mod = -1
- MPTP inh = -1.3
- hIAP inh = 3
- mIAP block = 5
- MIN6 prolif = 0
- APOBEC3A inh = 5
- mIAP act = 0.95
- APOBEC3G inh = 0

structure: CCOC(=O)COc1ccc(Br)cc1/C=C1\SC(N)=NC1=O
- hIAP activ = 1.1
- GRIN3A LBD mod = -2
- MPTP inh = 0.5
- hIAP inh = -5
- mIAP block = 8
- MIN6 prolif = -5
- APOBEC3A inh = 53*
- mIAP act = 0.92
- APOBEC3G inh = 6

Remaining list, next part
SMILES	hIAP activ	GRIN3A LBD mod	MPTP inh	hIAP inh	mIAP block	MIN6 prolif	APOBEC3A inh	mIAP act	APOBEC3G inh
CCOC(=O)CC/C(C)=N\N=C1\SC(CC(=O)O)C(=O)N1c1ccccc1 (stereo not given)	0.9	-1	0.5	10	1	2	3	0.99	-1
Cc1cc(NC(=O)Cn2c(C)nc3ccccc3c2=O)ccc1Br	1	-5	-5.6	-1	-8	1	-5	1.1	-3
CCOc1ccc(N2CC(C(=O)Nc3ccccc3F)CC2=O)cc1 (stereo not given)	0.97	-1	-0.4	3	4	0	6	0.96	2
C#CCSc1[nH]c(=O)cc(C)c1C#N	1	-5	-0.8	-4	8	1	-5	0.93	-8
CCNC(=S)N1CCN(CC(=O)Nc2ccc(Br)cc2)CC1	1.1	3	-1.4	-12	12	0	0	0.88	-3
Cc1cccc(CSc2ncc(CO)n2C)c1	1.1	-1	0.4	-6	10	-1	-2	0.9	-4
CCCCNC(=O)CSc1nc2n[nH]c(C)c2c(=N)n1-c1cccc(Cl)c1C	1.2	-1	-0.1	-24	-6	-3	0	1.1	-2
Cc1ccccc1-n1ccnc1SCC(=O)NC1CCCC1	0.93	0	2.0	7	4	-2	-4	0.96	-6
COc1ccc(-c2csc3ncnc(N4CCN(S(=O)(=O)c5cccc(F)c5)CC4)c23)cc1	0.97	-1	0.5	3	4	-4	-2	0.96	-3
CN(CC(=O)Nc1ccc(OC(F)F)cc1)S(=O)(=O)/C=C/c1ccccc1	0.91	-10	-0.7	9	-1	-2	-1	1	-4
O=C(COC(=O)CNS(=O)(=O)c1ccc(F)c(F)c1F)NC1CC1	1	-2	-2.2	-1	1	2	12	0.99	-6
CC(=O)N1CN(S(=O)(=O)c2ccc(C)cc2)CC1C (stereo not given)	1	-6	-1.1	-3	1	-1	3	0.99	-5
S=c1[nH]nc(-c2cccc(Cl)c2)n1/N=C/c1ccc(-c2ccccc2Br)o1	1.1	1	7.1	-7	1	-2	-6	0.99	-9
O=C(CSc1nc2ccccc2c(=O)n1CCCO)N1CCc2ccccc21	1.1	-1	1.2	-10	6	3	2	0.94	-5
Cc1ccc(S(=O)(=O)Nc2cc3c4c(c2)CCC(=O)N4CCC3)cc1	1.1	-1	1.2	-5	-5	0	-3	1.1	-10
CCOC(=O)c1nn(-c2ccc(OC)cc2)c(=O)c2c(N)scc12	1.3	5	0.2	-32	22	-2	-4	0.79	13
CC(C)c1ccc(OCC(=O)Nc2ccc(S(=O)(=O)Nc3ccccn3)cc2)cc1	0.99	-14	-0.8	1	9	0	-1	0.91	-4
Nc1ccc2nc(SCc3ccccc3F)sc2c1	1.1	-1	2.1	-6	5	-2	-2	0.95	-8
Nc1ncnc2c1ncn2[C@@H]1O[C@H](CNC(=O)[C@@H](N)Cc2ccc(C(F)(F)F)cc2)[C@@H](O)[C@H]1O	x	1	-0.1	x	-10	x	-1	1.1	1
COc1ccc(Cl)cc1C(=O)NCCCSc1ccccc1	1.1	-6	-2.0	-6	10	-2	1	0.91	-8
O=C(c1ccco1)N1CCN(C(=O)C2CCN(S(=O)(=O)c3cccs3)CC2)CC1	0.97	0	-0.8	3	11	-3	-8	0.89	-10
O=[N+]([O-])c1ccccc1S(=O)(=O)N1CCN(S(=O)(=O)c2ccc3c(c2)OCCO3)CC1	1	0	0.3	-4	13	-2	-1	0.87	-7
CSC1=NCCN1C(=O)C12CC3CC(CC(C3)C1)C2	0.97	-1	8.6	3	-1	0	-2	1	-6
CN(C)C(=O)CN1C(=O)NC(c2ccccc2)(c2ccccc2)C1=O	1	2	-1.2	0	-2	1	0	1	-3
Cc1ccc(NC(=O)CSCC(=O)N(C)CC(=O)Nc2cccc3ccccc23)cc1	1.2	1	-1.8	-16	0	-3	-3	0.99	-13
c1ccc(-c2nnc3ccc(N4CCC5(CC4)OCCO5)nn23)cc1	0.94	0	-3.9	6	11	3	-5	0.89	-6
COc1ccc(C2/C=C\CN(C(=O)c3ccc(C)cc3)CC(=O)N2Cc2ccc(F)cc2)cc1 (stereo not given)	1.1	0	-1.2	-6	-4	-6	-5	1	-7
CCn1nc(NS(=O)(=O)c2ccc(NC(C)=O)cc2)c2cc3ccc(C)cc3nc21	1	-4	0.6	0	-3	1	1	1	17
CC(=O)N=C(N)Sc1nc2ccccc2[nH]1	0.96	2	0.8	4	-10	-2	-5	1.1	-8
CCc1c(C(=O)OCc2ccccc2)[nH]c(C)c1C	0.99	3	4.6	1	-3	1	-5	1	-9
CC(C)CC(=O)c1c[nH]c(C(=O)NCCCn2ccnc2)c1	0.84	1	1.6	16	0	-1	2	0.99	-2
Cc1cccn2c(=O)c3cc(C(=O)NC4CCCC4)c(=N)n(CC4CCCO4)c3nc12 (stereo not given)	1	1	-0.3	-4	2	-1	3	0.98	-1
CCN(C(=O)CSc1nnc2ccccn12)C1CCS(=O)(=O)C1 (stereo not given)	0.94	0	-0.3	6	4	6	1	0.96	-9
CCc1nn(-c2cc(Cl)ccc2OC)c2c1C(=O)CCC2	1.1	-1	-0.2	-8	5	-2	-2	0.95	-2
CC(=O)Oc1c(-c2ccco2)oc2ccccc2c1=O	1.3	0	-0.2	-25	-2	-5	0	1	-2
CCOC(=O)N1CCC(NC(=O)CCC(=O)c2ccccc2)CC1	0.97	-2	1.4	3	-2	-1	10	1	-2
O=C(Nc1c[nH]c(=O)[nH]c1=O)c1ccc([N+](=O)[O-])cc1	1	-1	-1.0	-3	4	-2	-3	0.96	-7
CCOC(=O)c1ccc(Nc2nc(C)cc(=O)[nH]2)cc1	1.1	3	1.6	-12	0	-2	1	0.99	-3

Compound activity from PubChem BioAssay.
